From PubChem BioAssay
HT1080NT lethal – kills 2HG-producing HT-1080-NT fibrosarcoma cells. HT-1080-NT fibrosarcoma viability, CellTiter-Glo ATP luminescence, 48 h. Potency, µM (titrated, usually from 46.1 µM), inactives show top-dose activity, negative = less viability, hits mostly cytotoxic. 1.6% of 360,000 active;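 note: NT is the 2HG producing partner of a matched IDH1 knockdown line; potency is the fitted concentration of half-maximal effect; 0% = DMSO-treated cells and -100% = media-only wells without cells; nearly all actives have a fitted effect of over 55% in size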
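Toxicity toward the 2HG-producing NT line was scored as %Activity, normalised to DMSO and no-cell wells, from CellTiter-Glo luminescence after 48 hours' treatment.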
DRD3 antagonist – D3 dopamine receptor (human) antagonism; P35462; 2.5% of 360,000 active; max response, negative = inhibition, %; D3R cells, DiscoveRx beta-arrestin luminescence, antagonist mode; stronger effect = lower value; in the data active = max response below about -50%; inconclusive = no clear call, values can overlap the other calls; note: % is set by controls: 0 for no effect and ±100 for the full control effect; mostly tested at two doses, the higher about 12 µM
Target sequence (P35462 whole entry, looked up): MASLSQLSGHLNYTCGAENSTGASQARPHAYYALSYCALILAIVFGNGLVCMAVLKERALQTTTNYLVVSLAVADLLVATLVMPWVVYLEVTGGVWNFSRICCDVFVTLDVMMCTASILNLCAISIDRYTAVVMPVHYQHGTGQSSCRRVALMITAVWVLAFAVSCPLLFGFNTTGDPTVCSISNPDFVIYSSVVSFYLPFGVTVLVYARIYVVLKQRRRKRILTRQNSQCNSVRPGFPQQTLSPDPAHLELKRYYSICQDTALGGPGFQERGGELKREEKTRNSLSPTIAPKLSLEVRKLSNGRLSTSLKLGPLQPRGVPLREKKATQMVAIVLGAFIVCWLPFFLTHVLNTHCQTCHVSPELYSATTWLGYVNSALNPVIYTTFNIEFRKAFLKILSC
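Cells plated overnight at 1500 cells/well, then exposed to library compounds with dopamine controls for 90 minutes at 37 degrees C. DiscoveRx reagent added for 30–60 minutes at room temperature; luminescence read, quantitative HTS format.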
SW480 rerep – DNA re-replication induction in SW480 cells; SW480 DNA re-replication, Hoechst DNA content imaging, 48 h; Potency, µM (top dose mostly 46.1 µM), for inactives: top-dose re-replication activation, hits mostly activators; 1.8% of 340,000 active; note: potency is the fitted concentration of half-maximal effect; % of control where 0% means no effect; nearly all actives have a fitted effect of over 55% in size
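Compounds, transferred as 23 nL by pin tool, were incubated with cells for 48 hr; DNA content per nucleus was then quantified by Hoechst staining and fluorescence plate imaging.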
DRD3 agonist – agonists of human D3 dopamine receptor. P35462. D3R DiscoveRx beta-arrestin cells, luminescence, 90 min. max activation, %. 0.58% of 410,000 active. AID 652048; in the data active = max activation above about 30%; note: 0% is about no effect; mostly tested at two doses, the higher about 12 µM
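Cells at 1500/well, incubated overnight, then treated with pinned compounds (dopamine as control) for 90 min at 37 degrees C. DiscoveRx reagent added for 30 - 60 minutes at room temperature; luminescence read.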
HT1080 IDH1KD tx – toxicity to HT-1080 IDH1 knockdown cells (counter line). HT-1080 IDH1 knockdown viability, ATP luminescence, 48 h. Potency, µM (series often up to 46.1 µM), without a hit: at the top dose activity, negative = toxicity, usual class: cytotoxic. 2% of 360,000 active;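 note: potency is the fitted concentration of half-maximal effect; 0% = DMSO wells and -100% = cell-free medium wells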
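HT-1080-IDH1KD cells (IDH1 knocked down), 750/well in RPMI with 5% FBS, treated with compound 48 h at 37 degrees C. Viability by CellTiter-Glo luminescence, normalised to DMSO and no-cell wells; concentration-response curves classed.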
KB-V1 cytotox – kills drug-selected multidrug resistant KB-V1 cells | 3.4% of 400,000 active | KB-V1 MDR cells viability, CellTiter-Glo, 72 h | Potency, µM (titrated, usually from 46.1 µM), inactives show at the highest dose activity change, negative = cytotoxicity, usual class: cytotoxic; note: potency is the fitted concentration of half-maximal effect; % is set by controls: 0 for no effect and ±100 for the full control effect; nearly all actives have a fitted effect of over 60% in size
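qHTS viability screen in drug-selected KB-V1 MDR cells: 72 h compound treatment at 37 degrees C, ATP luminescence end point.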
IL-1B inflam inh – inhibitors of inflammasome signaling (IL-1 beta secretion) | THP-1 LPS/ATP IL-1B secretion, AlphaLISA, 16 h; stronger effect = lower value | 4.7% of 360,000 active | activity change, % at 57.5 µM; in the data active = activity change below about -50%; inconclusive = mostly about -30% to -49%; note: % is set by controls: 0 for no effect and ±100 for the full control effect
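THP-1 cells pretreated 1 hr with compounds (up to 57.5 uM final), then stimulated with LPS (250 ng/mL final) plus ATP (1.25 mM final); secreted IL-1B measured by AlphaLISA after 16 hr, decreased signal indicating inhibition.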
KB-3-1 tox – kills parental KB-3-1 adenocarcinoma cells; KB-3-1 viability, CellTiter-Glo ATP luminescence, 72 h; 1.4% of 400,000 active; Potency, µM (doses to about 46.1 µM), without a hit: at the top dose activity change, negative = cytotoxic, usual class: cytotoxic; AID 1347075; note: potency is the fitted concentration of half-maximal effect; % is set by controls: 0 for no effect and ±100 for the full control effect; nearly all actives have a fitted effect of over 60% in size
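Using CellTiter-Glo luminescence, growth of non-resistant KB-3-1 adenocarcinoma cells is assessed 72 h after pin-tool compound addition at 37 °C. Normalized responses across the concentration series yield fitted curves.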
GLP-1R agonist – GLP-1 receptor (human) agonism. P43220. HEK293 GLP-1R CRE-luciferase, luminescence, 4-6 h; cells express a hypersensitive GLP-1R form. Potency, µM (series often up to 45.6 µM), for inactives: top-dose activation, usual class: activators. 0.007% of 380,000 active; note: potency is the fitted concentration of half-maximal effect; % of control where 0% means no effect
Target sequence (P43220 whole entry, looked up): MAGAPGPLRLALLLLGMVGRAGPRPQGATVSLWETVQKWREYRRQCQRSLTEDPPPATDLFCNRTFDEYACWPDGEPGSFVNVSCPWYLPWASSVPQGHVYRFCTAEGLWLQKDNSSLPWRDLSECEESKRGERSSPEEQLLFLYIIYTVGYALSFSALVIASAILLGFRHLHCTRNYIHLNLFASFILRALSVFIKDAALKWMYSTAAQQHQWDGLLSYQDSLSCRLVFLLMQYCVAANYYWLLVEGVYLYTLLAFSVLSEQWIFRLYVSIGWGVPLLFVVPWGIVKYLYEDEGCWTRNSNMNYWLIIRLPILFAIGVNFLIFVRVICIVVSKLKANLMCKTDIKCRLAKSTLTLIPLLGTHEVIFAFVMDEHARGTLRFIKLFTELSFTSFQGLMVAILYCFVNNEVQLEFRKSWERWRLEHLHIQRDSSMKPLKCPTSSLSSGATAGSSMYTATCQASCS
* hit, by the source's call; & = joins results of further samples. Unless noted, calls come from the whole dose curve; as a rule, active = well fitted curve in the direction sought with a large enough effect; inconclusive = small, poorly fitted or top-dose-only effect, or another doubt; inactive = no such curve, though single readings can be large; an effect the other way counts as inactive or inconclusive.

Results for CCc1cccc(N(C(=O)c2csnn2)C(C(=O)NC(C)(C)C)c2ccccn2)c1 (stereo not given) ?
HT1080NT lethal: 11%; DRD3 antagonist: -7; SW480 rerep: -5%; DRD3 agonist: 1; HT1080 IDH1KD tx: -9%; KB-V1 cytotox: 28%; IL-1B inflam inh: -56*; KB-3-1 tox: 1%; GLP-1R agonist: 5%

Results for O=C1C2CC=CCC2C(=O)N1c1ncn[nH]1 (stereo not given) ?
HT1080NT lethal: -1%; DRD3 antagonist: 2; SW480 rerep: -2%; DRD3 agonist: 4; HT1080 IDH1KD tx: 11%; KB-V1 cytotox: -7%; IL-1B inflam inh: -12; KB-3-1 tox: 6%; GLP-1R agonist: -1%

What do the screens show for `O=C(N/N=C/C=C/c1ccccc1)C1CC1(c1ccccc1)c1ccccc1` (stereo not given)?
HT1080NT lethal: -6%; DRD3 antagonist: 13; SW480 rerep: -5%; DRD3 agonist: 5; HT1080 IDH1KD tx: inconclusive; KB-V1 cytotox: -22%; IL-1B inflam inh: -20; KB-3-1 tox: -2%; GLP-1R agonist: -1%

What do the screens show for `COc1ccc(C(=O)Nc2nc3cc4c(cc3s2)OCCO4)c(OC)c1`?
HT1080NT lethal: -4%; DRD3 antagonist: 112; SW480 rerep: 16%; DRD3 agonist: 20; HT1080 IDH1KD tx: 1%; KB-V1 cytotox: -5%; IL-1B inflam inh: inconclusive; KB-3-1 tox: -6%; GLP-1R agonist: -3%

What do the screens show for `CC1(Cc2ccc(Cl)cc2)C(=O)Nc2ccc(-c3cccnc3)cc21` (stereo not given)?
HT1080NT lethal: -6%; DRD3 antagonist: inconclusive; DRD3 agonist: 2; HT1080 IDH1KD tx: -25%; KB-V1 cytotox: -6%; IL-1B inflam inh: 36; KB-3-1 tox: 0%; GLP-1R agonist: -7%

What do the screens show for `CCNC(=S)N(CCc1ccc(OC)c(OC)c1)Cc1cc2cc(OC)ccc2[nH]c1=O`?
HT1080NT lethal: -1%; DRD3 antagonist: 22; SW480 rerep: -10%; DRD3 agonist: 0; HT1080 IDH1KD tx: 0%; KB-V1 cytotox: -8%; IL-1B inflam inh: 3; KB-3-1 tox: 14%; GLP-1R agonist: 8%

Results for CC(=O)c1c(C)[nH]c(C(=O)NCCc2ccc(Cl)cc2)c1C ?
HT1080NT lethal: 2%; DRD3 antagonist: 0; SW480 rerep: -15%; DRD3 agonist: 3; HT1080 IDH1KD tx: 4%; KB-V1 cytotox: -16%; IL-1B inflam inh: -1; KB-3-1 tox: 4%; GLP-1R agonist: 6%

Results for COc1ccc(-c2nc(CN3CCN(c4ccccc4OC)CC3)c(C)o2)cc1 ?
HT1080NT lethal: -13%; DRD3 antagonist: -71*; SW480 rerep: 23%; DRD3 agonist: -35; HT1080 IDH1KD tx: -16%; KB-V1 cytotox: inconclusive; IL-1B inflam inh: -97*; KB-3-1 tox: -1%; GLP-1R agonist: 0%

Results for COC(=O)c1cn(NC(=O)c2ccc([N+](=O)[O-])c(C)c2)c(=O)c2ccccc12 ?
HT1080NT lethal: -11%; DRD3 antagonist: -8; SW480 rerep: -4%; DRD3 agonist: -5; HT1080 IDH1KD tx: -8%; KB-V1 cytotox: -11%; IL-1B inflam inh: 43; KB-3-1 tox: 4%; GLP-1R agonist: 3%

What do the screens show for `Cn1cnnc1SCC(=O)Nc1ccc(S(=O)(=O)N2CCCC2)cc1`?
HT1080NT lethal: 4%; DRD3 antagonist: -10; SW480 rerep: 0%; DRD3 agonist: 4; HT1080 IDH1KD tx: 5%; KB-V1 cytotox: -2%; IL-1B inflam inh: -7; KB-3-1 tox: -6%; GLP-1R agonist: 15%

How did CCn1nc(C)c(CNC(=O)C2CCC(=O)N(CCc3ccc(Cl)cc3)C2)c1C (stereo not given) do in these assays?
HT1080NT lethal: -4%; DRD3 antagonist: -20; SW480 rerep: inconclusive; DRD3 agonist: -1; HT1080 IDH1KD tx: 0%; KB-V1 cytotox: -13%; IL-1B inflam inh: -6; KB-3-1 tox: -14%; GLP-1R agonist: -3%

Results for CC(C)n1c(=O)c2ccccc2n1Cc1cn(-c2ccc(Cl)cc2)nn1 ?
HT1080NT lethal: 0%; DRD3 antagonist: 0; DRD3 agonist: -8; HT1080 IDH1KD tx: -9%; KB-V1 cytotox: inconclusive; IL-1B inflam inh: -11; KB-3-1 tox: 0%; GLP-1R agonist: -6%

How did O=C(NCCc1ccc(F)cc1)C1CCCO1 (stereo not given) do in these assays?
HT1080NT lethal: 7%; DRD3 antagonist: 4; SW480 rerep: -1%; DRD3 agonist: 3; HT1080 IDH1KD tx: 12%; KB-V1 cytotox: 0%; IL-1B inflam inh: -12; KB-3-1 tox: 0%; GLP-1R agonist: -1%

How did COc1ccc(S(=O)(=O)NCc2nc3nc(C)cc(C)n3n2)cc1 do in these assays?
HT1080NT lethal: 21%; DRD3 antagonist: 5; SW480 rerep: -4%; DRD3 agonist: -1&-19; HT1080 IDH1KD tx: -2%; KB-V1 cytotox: inconclusive; IL-1B inflam inh: -9; KB-3-1 tox: -2%&0%; GLP-1R agonist: -1%

How did CC(C)N(CCn1c(=S)[nH]c2ccccc2c1=O)C(C)C do in these assays?
HT1080NT lethal: 0%; DRD3 antagonist: inconclusive; SW480 rerep: -9%; DRD3 agonist: -1; HT1080 IDH1KD tx: 9%; KB-V1 cytotox: 0%; IL-1B inflam inh: 0; KB-3-1 tox: 0%; GLP-1R agonist: -2%

How did N#C/C(=C/c1ccc(N2CCOCC2)c([N+](=O)[O-])c1)C(N)=O do in these assays?
HT1080NT lethal: -2%; DRD3 antagonist: 12; SW480 rerep: 13%; DRD3 agonist: -5; HT1080 IDH1KD tx: 9%; KB-V1 cytotox: 3%; IL-1B inflam inh: -4; KB-3-1 tox: 4%; GLP-1R agonist: 24%

What do the screens show for `O=C(NCCCO)c1nc2ccccc2s1`?
HT1080NT lethal: 6%; DRD3 antagonist: -18; SW480 rerep: -5%; DRD3 agonist: -4; HT1080 IDH1KD tx: 3%; KB-V1 cytotox: 4%; IL-1B inflam inh: 53; KB-3-1 tox: 0%; GLP-1R agonist: -1%

What do the screens show for `CCOC(=O)[C@]12CCCC=C1N(Cc1cccc3ccccc13)C(=O)[C@H](CC(=O)N1CCN(C(=O)c3ccco3)CC1)C2`?
HT1080NT lethal: inconclusive; DRD3 antagonist: 6; DRD3 agonist: 11; HT1080 IDH1KD tx: -16%; KB-V1 cytotox: inconclusive; IL-1B inflam inh: -24; KB-3-1 tox: 2%; GLP-1R agonist: -3%

Results for CC(C)(C)C(=O)Cn1ncc(N2CCOCC2)c(Cl)c1=O ?
HT1080NT lethal: -3%; DRD3 antagonist: -14; SW480 rerep: -9%; DRD3 agonist: -3; HT1080 IDH1KD tx: 0%; KB-V1 cytotox: 0%; IL-1B inflam inh: 17; KB-3-1 tox: 0%; GLP-1R agonist: 7%

How did COc1ccc(-c2cc(CS(=O)(=O)c3ccccc3)on2)cc1 do in these assays?
HT1080NT lethal: 18%; DRD3 antagonist: 0; SW480 rerep: 2%; DRD3 agonist: -6; HT1080 IDH1KD tx: 11%; KB-V1 cytotox: -12%; IL-1B inflam inh: -16; KB-3-1 tox: -1%; GLP-1R agonist: 12%

How did O=[N+]([O-])c1ccc(N2CCN(Cc3ccncc3)CC2)cc1 do in these assays?
HT1080NT lethal: -11%; DRD3 antagonist: -7; SW480 rerep: 1%; DRD3 agonist: -1; HT1080 IDH1KD tx: -9%; KB-V1 cytotox: -6%; IL-1B inflam inh: 11; KB-3-1 tox: -24%; GLP-1R agonist: -2%

Results for Cc1ccc(NC(=O)COC(=O)CNC(=O)c2ccc(C)s2)cc1 ?
HT1080NT lethal: 2%; DRD3 antagonist: 8; SW480 rerep: 2%; DRD3 agonist: 4; HT1080 IDH1KD tx: -1%; KB-V1 cytotox: 1%; IL-1B inflam inh: -20; KB-3-1 tox: -3%; GLP-1R agonist: 6%

What do the screens show for `O=C(CSc1nc2ccccc2c(=O)n1-c1cccc(C(F)(F)F)c1)NC1CC1`?
HT1080NT lethal: -7%; DRD3 antagonist: 5; SW480 rerep: 16%; DRD3 agonist: -5; HT1080 IDH1KD tx: -1%; KB-V1 cytotox: inconclusive; IL-1B inflam inh: inconclusive; KB-3-1 tox: -1%; GLP-1R agonist: 0%

Results for COc1ccc([N+](=O)[O-])cc1N(CC(=O)N1CCCCC1)S(C)(=O)=O ?
HT1080NT lethal: 1%; DRD3 antagonist: 17; SW480 rerep: 20%; DRD3 agonist: -3; HT1080 IDH1KD tx: -3%; KB-V1 cytotox: 10%; IL-1B inflam inh: -6; KB-3-1 tox: 0%; GLP-1R agonist: 4%

How did CC1(C)Cc2c(sc(NC(=O)COc3ccc(Cl)cc3)c2C(N)=O)C(C)(C)N1 do in these assays?
HT1080NT lethal: 3%; DRD3 antagonist: 7; SW480 rerep: -4%; DRD3 agonist: -4; HT1080 IDH1KD tx: 7%; KB-V1 cytotox: 15%; IL-1B inflam inh: -16; KB-3-1 tox: -3%; GLP-1R agonist: -6%

How did CC(=O)N1CCN(C(=O)CCNS(=O)(=O)c2ccc(Br)cc2)CC1 do in these assays?
HT1080NT lethal: 7%; DRD3 antagonist: 19; SW480 rerep: 4%; DRD3 agonist: 2; HT1080 IDH1KD tx: 1%; KB-V1 cytotox: 16%; IL-1B inflam inh: -5; KB-3-1 tox: -5%; GLP-1R agonist: -6%

In the list so far, these have a tert-butyl group.
Results for CCc1cccc(N(C(=O)c2csnn2)C(C(=O)NC(C)(C)C)c2ccccn2)c1 (stereo not given) ?
HT1080NT lethal: 11%; DRD3 antagonist: -7; SW480 rerep: -5%; DRD3 agonist: 1; HT1080 IDH1KD tx: -9%; KB-V1 cytotox: 28%; IL-1B inflam inh: -56*; KB-3-1 tox: 1%; GLP-1R agonist: 5%

Results for CC(C)(C)C(=O)Cn1ncc(N2CCOCC2)c(Cl)c1=O ?
HT1080NT lethal: -3%; DRD3 antagonist: -14; SW480 rerep: -9%; DRD3 agonist: -3; HT1080 IDH1KD tx: 0%; KB-V1 cytotox: 0%; IL-1B inflam inh: 17; KB-3-1 tox: 0%; GLP-1R agonist: 7%
